# BCR signal inh – qHTS Assay to Find Inhibitors of Chronic Active B-Cell Receptor Signaling | ABC-DLBCL IkBa-CBG/CBR reporter, luminescence ratio, 4 h | Potency, µM (series often up to 46.1 µM), inactives show at the highest dose ratio change, negative = lower green/red ratio, usual class: inhibitors | 0.05% of 340,000 active | AID 493014, 2011; active means well fitted inhibition curve with a large enough effect in the signal ratio, with a control signal flat, not every such curve was filed as active; inconclusive means small, poorly fitted or top-dose-only effect, or effect the other way, or a change in a side signal; the % refers to the signal ratio;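 further: potency means the concentration at half of the fitted maximal effect; plate controls were basal doxycycline-induced cells for no effect and cells given 10 µM MG132 for full effect; MG132 reads +100%, hits lower the ratio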
#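 Compounds up to 46 uM were incubated four hours with TMD8 cells whose green CBG68 luciferase is fused to IkappaBalpha; red CBR luminescence normalised the signal, and concentration-effect curves were fitted to fusion, red and ratio data.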
# Eya2 phos inh – qHTS Assay for Inhibitors of the Phosphatase Activity of Eya2; Protein phosphatase EYA2 (Homo sapiens), O00167; recombinant Eya2, OMFP fluorescence dephosphorylation (OMFP is methylfluorescein phosphate); Potency, µM (titrated, usually from 76.9 µM), for inactives: at the highest dose activity, negative = inhibition, most hits filed as inhibitors; 0.006% of 330,000 active; AID 488837, 2010; further: potency means the concentration at half of the fitted maximal effect; on the % scale 0 is the no-effect control and ±100 the full control effect
#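 Eya2 protein (added as 0.2 uM solution) was preincubated with compound for 10 min at ambient temperature in 50 mM HEPES pH 7.5, 50 mM NaCl, 5 uM MgCl2, 0.05% BSA, 1 mM DTT. OMFP (added at 50 uM) then reacted 10 min; fluorescence read at 485/525 nm.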
# B2AR arrestin – qHTS assay of beta-arrestin-biased ligands of beta2-adrenergic receptor; Beta-2 adrenergic receptor (Homo sapiens), P07550; beta-arrestin recruitment to beta2AR, cell-based reporter; Potency, µM (doses to about 46.1 µM), without a hit: at the top dose activation, actives largely listed as activators; 0.02% of 330,000 active; AID 492947, 2010;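 further: potency means the concentration at half of the fitted maximal effect; 0% = DMSO controls and full agonism = EC100 isoproterenol or metaproterenol; nearly all actives have a fitted effect of over 65% in size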
# Target sequence (P07550 whole entry, looked up): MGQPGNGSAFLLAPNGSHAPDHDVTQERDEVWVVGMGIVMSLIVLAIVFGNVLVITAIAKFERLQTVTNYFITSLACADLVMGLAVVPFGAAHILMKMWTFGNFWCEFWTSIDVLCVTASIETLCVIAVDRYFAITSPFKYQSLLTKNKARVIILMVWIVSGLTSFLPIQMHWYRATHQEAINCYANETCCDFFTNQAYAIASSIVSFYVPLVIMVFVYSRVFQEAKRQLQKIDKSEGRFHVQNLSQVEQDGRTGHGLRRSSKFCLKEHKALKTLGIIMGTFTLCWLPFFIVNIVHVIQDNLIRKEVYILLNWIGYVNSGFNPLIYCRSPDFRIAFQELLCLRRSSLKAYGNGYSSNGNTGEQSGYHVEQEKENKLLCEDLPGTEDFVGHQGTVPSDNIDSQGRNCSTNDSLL
# Tb PFK block – qHTS Assay to Find Inhibitors of T. brucei phosphofructokinase. 0.17% of 330,000 active. T. brucei PFK, ADP-Glo luminescence. Potency, µM (doses to about 57.5 µM), inactives show at the top dose activity, negative = inhibition, most hits filed as inhibitors. ATP-dependent 6-phosphofructokinase (Trypanosoma brucei brucei), O15648;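 further: potency means the concentration at half of the fitted maximal effect; 0% = uninhibited 1x PFK enzyme wells and -100% = no-enzyme wells; nearly all actives have a fitted effect of over 60% in size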
# Target sequence (O15648 whole entry, looked up): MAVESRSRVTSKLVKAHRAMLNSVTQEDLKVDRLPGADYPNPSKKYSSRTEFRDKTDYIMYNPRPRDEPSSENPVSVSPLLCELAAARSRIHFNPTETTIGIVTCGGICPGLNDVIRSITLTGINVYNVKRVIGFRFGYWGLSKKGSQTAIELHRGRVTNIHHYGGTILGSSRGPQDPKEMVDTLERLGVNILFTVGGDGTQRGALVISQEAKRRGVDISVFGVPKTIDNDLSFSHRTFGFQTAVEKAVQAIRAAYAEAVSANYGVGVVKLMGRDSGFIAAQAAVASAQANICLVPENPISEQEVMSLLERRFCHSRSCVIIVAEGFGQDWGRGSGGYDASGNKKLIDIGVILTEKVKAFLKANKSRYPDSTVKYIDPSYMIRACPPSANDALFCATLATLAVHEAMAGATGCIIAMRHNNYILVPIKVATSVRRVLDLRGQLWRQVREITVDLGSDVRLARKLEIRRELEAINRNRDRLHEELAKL
#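 Compounds were pin-transferred as a titration series up to 57 uM into substrate buffer (0.5 mM F6P, 0.1 mM ATP, pH 8.0), then 1.25 nM PFK was added and reactions ran 45 min before ADP-Glo detection.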
# TCR activator – Activators of T cell receptors: qHTS campaign; primary human leukocytes, anti-CD3, IL-2 HTRF, 48 h; Potency, µM (top dose mostly 9.22 µM), for the others: at the highest dose activation of IL-2 secretion, hits mostly activators; 330,000 tested, under 10 active; AID 504894, 2011; further: % of control where 0% means no effect
#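 TCR engagement came from a-CD3 beads alone, with compounds added to primary human leukocytes for 48 hr. Secreted IL-2 bridged europium cryptate- and d2-labelled anti-IL-2 antibodies, giving FRET emission at 665nm after 320nm excitation.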
# ELG1 DNA repair – qHTS screen for small molecules that inhibit ELG1-dependent DNA repair in human embryonic kidney (HEK293T) cells expressing luciferase-tagged ELG1; HEK293T ELG1-luciferase reporter, luminescence, 16 h; DNA damage induced by 5-fluorouridine; Potency, µM (highest dose often 46.1 µM), without a hit: at the top dose activity change, negative = inhibition, usual class: inhibitors; 2.3% of 330,000 active; AID 504467, 2011; further: potency means the concentration at half of the fitted maximal effect; on the % scale 0 is the no-effect control and ±100 the full control effect; nearly all actives have a fitted effect of over 55% in size
#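 Quantitative HTS, concentration-response format. 2,000 cells/well co-treated with 5-fluorouridine and compound, 16 hr in 5% CO2 at 37 °C; ONE-Glo luminescence read after 30 min.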
# uPA surface inh – qHTS for Inhibitors of Cell Surface uPA Generation. cell surface uPA generation assay, qHTS. Potency, µM (titrated, usually from 38.3 µM), without a hit: at the top dose activity change, negative = inhibition, most hits filed as inhibitors. 0.31% of 330,000 active; active means well fitted inhibition curve with a large enough effect; inconclusive means small, poorly fitted or top-dose-only effect; inactive means no such curve, though single readings can be large or run the other way; tested in mouse RAW 264.7 cells; further: potency means the concentration at half of the fitted maximal effect; on the % scale 0 is the no-effect control and ±100 the full control effect; nearly all actives have a fitted effect of over 55% in size
# TSG101-PTAP inh – qHTS Assay for Iinhibitors of HIV-1 Budding by Blocking the Interaction of PTAP/TSG101 | Tumor susceptibility gene 101 protein (Homo sapiens), Q99816 | Fluorescence polarization, FITC-PTAP peptide / Tsg101 binding | 340,000 tested, under 10 active | Potency, µM (titrated, usually from 115 µM), for inactives: at the highest dose activity change, negative = inhibition, hits mostly inhibitors; active means well fitted inhibition curve with a large enough effect in the main read-out, with a control signal flat, not every such curve was filed as active; inconclusive means small, poorly fitted or top-dose-only effect, or effect the other way, or a change in a side signal; inactive means no such curve, though single readings can be large or run the other way; further: potency means the concentration at half of the fitted maximal effect; % of control where 0% means no effect
#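 FP read-out: FITC-PTAP peptide, 50 nM final, binding Tsg101 binding domain, 10 uM final; 20 min, r.t.; 10 mM HEPES pH 7.5, 0.15 M NaCl, 0.01% Tween 20, 3 mM EDTA, 0.1 mM TCEP.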
# Mito fusion act – qHTS Assay for Small Molecule Inhibitors of Mitochondrial Division or Activators of Mitochondrial Fusion | S. cerevisiae fusion-defective mutant growth rescue, CellTiterGlo 48 h | Potency, µM (titrated, usually from 46.1 µM), for the others: at the highest dose growth rescue (activation), actives largely listed as activators | 0.23% of 320,000 active;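 further: potency means the concentration at half of the fitted maximal effect; % of control where 0% means no effect; nearly all actives have a fitted effect of over 45% in size; temperature-sensitive fusion mutants such as fzo1-1 at 37 °C on non-fermentable ethanol glycerol medium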
#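 Temperature-sensitive fusion-defective S. cerevisiae (e.g. fzo1-1, mgm1-5) were grown with compound in YPEG medium (3% ethanol, 3% glycerol) for 48 hours at 37C. Growth rescue was measured as viability by CellTiterGlo luminescence after 10 minutes at ambient.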
# USP2a inh – qHTS Assay for Inhibitors of Ubiquitin-specific Protease USP2a Using CHOP2 as the Reporter; Ubiquitin carboxyl-terminal hydrolase 2 (Homo sapiens), O75604; USP2 core, Ub-CHOP2 coupled fluorogenic reporter, 485/531; Potency, µM (titrated, usually from 38.3 µM), for inactives: at the highest dose activity change, negative = inhibition, actives largely listed as inhibitors; 0.01% of 330,000 active; AID 463254, 2010;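 further: potency means the concentration at half of the fitted maximal effect; plate controls were DMSO wells for no effect and full inhibition by NEM control for full effect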
#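 USP2 core (10nM final) preincubated 30min RT with compound in 20mM Tris-HCl pH 8.0, 2mM CaCl2, 2mM beta-mercaptoethanol, 0.05% CHAPS; 25nM Ub-CHOP2 plus 25nM reporter substrate added, fluorescence (Ex485/Em531) read after 60min.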
# TSHR antag – Antagonists of the Thyroid Stimulating Hormone Receptor: HTS campaign. Thyrotropin receptor (Homo sapiens), P16473. TSHR-expressing cells, TSH-stimulated cAMP HTRF, 2 h; hits give low values. activity change, negative = inhibition, % at 11.5 µM. 0.2% of 330,000 active. AID 504810, 2011;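 active means activity change below a set negative limit, meaning inhibition stronger than a set level, cut at about -70% in these data; inconclusive means activity change between two set negative limits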; further: on the % scale 0 is the no-effect control and ±100 the full control effect
#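 Cell-based HTRF cAMP assay; TSHR cells + compound, TSH EC80 (4nM final), 2 h, 37 deg C. Lysis with anti-cAMP cryptate and cAMP-d2, 30 min RT, read 665/620 nm.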
# Starred values were filed as active, the others as inactive; ? = inconclusive; / = not tested or not shown; [ ] = dose if it differs, or a comment. Unless noted, the call rests on the fitted dose curve; in most records, active means well fitted curve in the direction sought with a large enough effect; inconclusive means small, poorly fitted or top-dose-only effect, or another doubt; inactive means no such curve, though single readings can be large; an effect the other way counts as inactive or inconclusive.
Molecule	BCR signal inh	Eya2 phos inh	B2AR arrestin	Tb PFK block	TCR activator	ELG1 DNA repair	uPA surface inh	TSG101-PTAP inh	Mito fusion act	USP2a inh	TSHR antag
C=CCNC(=O)CSc1nc2sc3c(c2c(=O)n1CCCOC)CCC3	6.8%	-5.6%	-0.6%	-8.9%	-0.5%	-20.4%	24.8%	-2.3%	0.9%	2.6%	9.8
O=S(=O)(c1ccccc1F)N(Cc1ccco1)Cc1nnc(-c2ccccc2Br)o1	1.4%	-4.3%	-0.2%	-2.5%	1.5%	?	-6.2%	0.3%	14.4%	-1.1%	-16.4
CCn1c(C)nc2cc(S(N)(=O)=O)ccc21	8.8%	-11.3%	-1.1%	-5.1%	-3.1%	13.2%	-0.6%	-9.0%	-3.8%	-1.5%	5.5
O=CN1CCN(C(=O)c2ccc([N+](=O)[O-])cc2)CC1	4.6%	-4.0%	-0.3%	-1.2%	-10.3%[46.1 µM]	0.0%	-7.9%	-1.1%	-2.9%	1.5%	3.3
COc1ccc(NC(=O)CN2C(=O)NC3(CCCCCCC3)C2=O)cc1	-0.9%	2.4%	0.3%	17.8%	/	11.3%	-2.2%	-0.4%	-3.7%	1.7%	6.4
c1ccc(-n2nnnc2-c2cccnc2)cc1	20.0%	-21.4%	-0.1%	-3.1%	3.6%	-4.1%	4.2%	1.6%	2.0%	-1.4%	26.8
COC(=O)N1N=C(c2ccc(Br)cc2)CC1(O)C(F)(F)F (configuration not stated)	?	-1.6%	-0.2%	-0.4%	5.2%[46.1 µM]	?	-4.2%	-6.8%	9.3%	2.3%	6.5
CCN1CCN(c2ccc(S(=O)(=O)N3CCCCC3)cc2NC(=O)c2ccccc2)CC1	2.0%	15.4%	4.6%	0.0%	2.6%	2.6%	-6.5%	-0.4%	-5.9%	-1.0%	2.3
O=C(O)Cc1ccc(NC(=O)c2ccc(NC(=O)c3ccco3)cc2)cc1	-17.1%	6.1%	-0.1%	0.5%	/	8.6%	/	-4.3%	-0.8%	7.9%	0.0
CC(=O)Nc1ccc(-c2csc(NC(=O)CCNC(=O)c3ccco3)n2)cc1	-0.8%	-5.8%	-0.7%	-1.1%	-0.5%[46.1 µM]	?	-1.9%	-1.4%	/	-2.2%	3.3
CC(=O)Nc1ccc(S(=O)(=O)N2CCN(CC(=O)N3CCOCC3)CC2)cc1	0.3%	23.8%	-0.8%	-2.2%	-1.0%	-12.3%	2.2%	-8.6%	-2.1%	-0.5%	12.3
O=C(NCCCN1CCN(c2ccccc2F)CC1)C1CCC(=O)N1C1CCCC1 (configuration not stated)	-0.4%	-16.5%	-2.3%	-4.5%	4.6%	-1.6%	15.2%	-0.6%	0.2%	0.0%	-5.5
COc1cc(/C=C/c2ccc3c(Br)cc(Br)c(O)c3n2)ccc1O	?	16.2%	?	0.7%	-2.5%	?	21.0%	-2.6%	-1.8%	2.2%	3.5
COCc1cc(=O)[nH]c(SCC(=O)N2CCOCC2)n1	3.9%	-11.8%	0.5%	0.2%	-0.7%	16.9%	-2.0%	-3.2%	0.3%	-0.3%	-4.3
CC(C)C[C@@H]1NC(=O)[C@H](C(C)C)NC(=O)c2cc([N+](=O)[O-])cc(I)c2OCC[C@@H](C(N)=O)NC1=O	5.6%	4.5%	-1.7%	-0.2%	18.7%	0.4%	9.4%	2.4%	-4.2%	1.7%	6.3
O=C(Nc1cccnc1)c1cc2cc(Br)ccc2oc1=O	?	-1.2%	0.5%	-3.5%	1.2%	-3.1%	-2.4%	-1.8%	-12.1%	1.1%	-11.9
O=C(OCC(=O)N1CCOCC1)c1ccccc1OCc1ccccc1Cl	0.2%	-0.7%	-0.2%	0.8%	-6.2%[46.1 µM]	3.8%	3.7%	-6.4%	/	1.8%	-11.7
CN(C)C1=NCCN1CCCC1CCCC1	1.2%	-20.0%	-0.4%	0.0%	1.7%	0.9%	-7.6%	-11.9%	-6.6%	3.3%	3.3
COc1ccccc1N1CC(C(=O)Nc2ccc(S(=O)(=O)N3CCOCC3)cc2)CC1=O (configuration not stated)	7.7%	-22.3%	-0.3%	4.1%	-35.0%	-3.7%	11.2%	-0.4%	1.2%	2.7%	11.8
CCCc1nc2c(=O)n(C)c(=O)[nH]c2n1C	17.4%	-24.9%	-1.9%	-4.5%	4.0%	-4.4%	-0.9%	-12.4%	-0.2%	4.0%	9.9
CCN1CCCC1CNC(=O)c1cc2c(C)nc3ccccc3c2o1 (configuration not stated)	?	-13.0%	0.7%	1.5%	2.4%	-1.3%	-2.8%	-4.5%	-5.4%	-2.2%	47.9
O=C(c1ccco1)N1CCN(C(c2ccc(Cl)cc2)c2nnnn2CC2CCCO2)CC1 (configuration not stated)	-23.4%	-2.2%	-0.2%	15.5%	-1.7%	14.4%	5.4%	-3.6%	-0.2%	-2.2%	3.5
CC(C)OP(=O)(c1ccc(N(C)C)cc1)C(O)c1ccc(C(C)C)cc1 (configuration not stated)	-2.9%	2.9%	0.1%	11.1%	-4.2%	?	-4.0%	-6.0%	24.4%	5.3%	2.8
O=C(Nc1ccccc1C(=O)NCc1cccnc1)c1ccccc1Cl	9.3%	-1.8%	-0.7%	-30.0%	/	8.2%	3.9%	-1.5%	0.8%	1.0%	2.1
CCOC(=O)[C@@H]1[C@H]2COc3ccc(Br)cc3[C@@H]2N2C(=O)N(c3ccccc3)C(=O)[C@@]12C	16.0%	13.0%	-0.2%	0.9%	-3.4%	-14.8%	-12.7%	-3.5%	0.8%	0.5%	-2.2
Cc1ccccc1CS(=O)(=O)c1cn(CC(=O)N2CCC(C)CC2)c2ccccc12	5.7%	-2.8%	-2.1%	-5.0%	2.4%[46.1 µM]	?	-2.5%	-0.3%	4.9%	-3.8%	19.2
COc1ccc(Cl)cc1C(=O)NCC(C)C	?	1.0%	0.5%	4.3%	-3.0%	11.8%	-5.9%	-4.6%	4.9%	-0.4%	-3.6
COC(=O)N/N=C/c1ccc(-c2cccc(Cl)c2)o1	-11.7%	-5.0%	-1.1%	-4.2%	2.0%[46.1 µM]	?	-13.0%	-1.1%	5.0%	-0.5%	17.9
O=C(COc1ccccc1Cl)Nc1nnc(S(=O)(=O)N2CCCCCC2)s1	-5.0%	-3.4%	0.2%	0.2%	11.8%	-3.4%	-8.4%	-2.7%	-2.1%	-5.1%	-4.9
CCc1ccc(N2CC(C(=O)NCCC3=CCCCC3)CC2=O)cc1 (configuration not stated)	0.1%	-2.5%	-0.2%	0.8%	-18.3%	-1.1%	8.9%	1.0%	0.8%	2.3%	-13.6
Cc1ccc(C)c(OC(=O)c2cccc(S(=O)(=O)N3CCN(C)CC3)c2)c1	-0.1%	-10.6%	0.3%	0.3%	10.6%	8.2%	-7.3%	/	-6.7%	-4.1%	7.9
CC(C)CNC(=S)N1CCC(c2nc(-c3ccc(F)cc3)no2)CC1	?	6.5%	0.2%	0.5%	3.4%	?	7.1%	-0.2%	-3.8%	1.6%	-15.9

# Screening data as filed in PubChem.
